HIV fusion peptide = inhibitors of HIV fusion peptide binding, primary screen, biochemical, uHTS, fluorescence dequenching (AID 1986). cell-free peptide binding, fluorescence dequenching, 30 min; higher % means a stronger effect. one-dose inhibition, % at 20 µM; IC50 in µM for titrated hits. 290,000 compounds, 0.3% hits; in the data active means inhibition mostly above about 52%, no sharp cut-off; inactive means mostly below about 76%; further: some results filed as inactive read as strong as hits
UTI89 phage lysis = protection from phage-mediated lysis, alamar blue read-out – E. coli UTI89, K1F phage, bacterial capsule biogenesis inhibitors (AID 488966) | E. coli UTI89 K1F phage lysis, alamar blue, 2 h; higher % means a stronger effect | inhibition, % at 100 µM, or IC50 in µM where a hit was titrated | 340,000 compounds, 0.02% hits;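 active means phage lysis inhibition, versus mean bacterial control, above a set limit; inconclusive means no clear call, values can overlap the other calls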;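 further: capsule biogenesis inhibitors block K1F phage lysis so surviving cells raise fluorescence; higher fluorescence means more inhibition of phage lysis; actives were called in the ten point dose series up to 300 µM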
Dengue-2 NS5 capping = Dengue-2 NS5 methyltransferase inhibitors, primary screen, biochemical, confirmation dose response (AID 588689). Dengue-2 NS5 methyltransferase capping enzyme assay, biochemical; higher % means a stronger effect. inhibition, % at 25 µM, or IC50 in µM where a hit was titrated. 340,000 compounds, 0.3% hits; in the data active means a potency from the dose series; inconclusive means inhibition above about 29% without an active follow-up result
Siah-1 displacement = blockers of Siah-1 interaction with plectin peptide – biochemical, fluorescence polarization, rhodamine-plectin, uHTS, primary screen (AID 1817); one-dose displacement, % at 20 µM; IC50 in µM for titrated hits; Siah-1 / rhodamine-plectin peptide fluorescence polarization; higher % means a stronger effect; 290,000 compounds, 0.02% hits;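 active means displacement of at least 50% at 20 µM, with a fluorescence ratio check between 0.3 and a set limit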;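 further: plate controls were Siah plus tracer with DMSO for no effect and tracer alone without Siah for full effect; strong numbers were not always called active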
GPR35 antagonists = inhibition of zaprinast-stimulated GPR35 beta-arrestin translocation – imaging, U2OS, beta-arrestin-GFP, zaprinast agonist, primary screen (AID 2058); U2OS GPR35 beta-arrestin-GFP translocation imaging, zaprinast antagonism; higher % means a stronger effect; inhibition, % at 10 µM, or IC50 in µM where a hit was titrated; 290,000 compounds, 0.052% hits;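 active means inhibition of at least 50% with at least 30 cells and total cytoplasm GFP at most 10,000,000; inconclusive means under 30 cells or total GFP of 10,000,000 plus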
NTR1 ag = agonists of NTR1, primary screen, imaging, U2OS cells, beta-arrestin-GFP, high content (AID 493036) | NTR1-U2OS beta-arrestin-GFP spot imaging, agonist mode | activation, % at 20 µM | 330,000 compounds, 0.17% hits;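 active means activation at or above 40% of the spot to cytoplasm intensity ratio, with at least 20 cells analyzed; inconclusive means wells under 20 cells, flagged as cytotoxic or low count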;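 further: 0% = DMSO without peptide and 100% = 100 nM NTR1 peptide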
Target sequence (P30989 whole entry, looked up): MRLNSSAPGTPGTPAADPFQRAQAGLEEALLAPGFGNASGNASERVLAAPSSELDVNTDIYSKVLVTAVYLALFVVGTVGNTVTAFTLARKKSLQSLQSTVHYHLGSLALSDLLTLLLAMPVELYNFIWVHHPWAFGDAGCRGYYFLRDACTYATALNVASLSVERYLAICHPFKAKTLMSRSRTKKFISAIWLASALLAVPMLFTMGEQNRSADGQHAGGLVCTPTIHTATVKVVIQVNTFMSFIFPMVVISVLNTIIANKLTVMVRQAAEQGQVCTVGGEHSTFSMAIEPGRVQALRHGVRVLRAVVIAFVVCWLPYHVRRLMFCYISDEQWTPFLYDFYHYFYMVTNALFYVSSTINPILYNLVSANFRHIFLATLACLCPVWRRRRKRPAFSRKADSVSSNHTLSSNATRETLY
AID2073 = inhibitors of Mint1-CaV2.2 protein interaction, biochemical, HTRF (AID 2073); inhibition, % at 20 µM; hits with a dose series show IC50 in µM; HTRF protein-protein interaction, Mint1-CaV2.2; higher % means a stronger effect; 290,000 compounds, 0.19% hits; in the data active means inhibition mostly above about 51%, no sharp cut-off; inconclusive means no clear call, values can overlap the other calls; inactive means mostly below about 53%; further: some results filed as inactive read as strong as hits
GPR55 beta-arrestin = selective activators of receptor GPR55 – imaging, U2OS cells, beta-arrestin-GFP redistribution, primary screen (AID 1961); U2OS GPR55 beta-arrestin-GFP redistribution imaging; higher % means a stronger effect; activation, % at 10 µM, or EC50 in µM where a hit was titrated; 290,000 compounds, 0.048% hits;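 active means activation above 40% with more than 50 cells counted in the well; inconclusive means wells holding fewer than 50 cells, flagged as toxic or sparse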;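 further: U2OS osteosarcoma cells stably expressing GPR55 and beta-arrestin-GFP; plate controls were DMSO negative control for no effect and LPI positive control for full effect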
GPR55 antagonists = inhibition of LPI-stimulated GPR55 beta-arrestin translocation – imaging, U2OS, beta-arrestin-GFP, LPI agonist, primary screen (AID 2013); inhibition, % at 10 µM, or IC50 in µM where a hit was titrated; 290,000 compounds, 0.13% hits; U2OS GPR55 beta-arrestin-GFP translocation imaging, LPI antagonism; higher % means a stronger effect;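 active means spots per cell inhibited over 60%, with over 100 cells counted and total cytoplasm intensity under 500,000; inconclusive means wells with under 100 cells, flagged as likely toxic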;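 further: U2OS cells stably carrying GPR55 and arrestin-GFP stimulated by 5 µM LPI near EC80; imaged beta-arrestin-GFP aggregate spots per cell after agonist stimulation; plate controls were LPI-stimulated DMSO wells for no effect and DMSO wells without LPI for full effect; some results filed as inactive read as strong as hits; confirmed hits need IC50 under 10 µM and bright autofluorescent wells are also inconclusive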
NTR1 ag cell count 20 µM = further read-out of NTR1 ag, marked with its call; cell count; measured here: cell count, cytotoxicity flag
Dengue-2 NS5 capping pilot replicate = second read-out of Dengue-2 NS5 capping, no call of its own (marks repeat the call); inhibition, %; measured here: pilot screen replicate inhibition
* = called active by the depositor; i = inactive; ? = inconclusive; / = no result given; [ ] = remark or other dose.

SMILES	HIV fusion peptide	UTI89 phage lysis	Dengue-2 NS5 capping	Siah-1 displacement	GPR35 antagonists	NTR1 ag	NTR1 ag cell count 20 µM	AID2073	GPR55 beta-arrestin	GPR55 antagonists	others
CN1C(=O)/C(=C/c2ccccc2OCc2ccccc2)NC1=S	1.2%	1.9%	-5%	0%	-4%	2.9	48	-4%	0.2%	-5%
CCOC(=O)CSc1nc(N)c(C#N)c(-c2ccc(OC)cc2)c1C#N	-1.7%	7.4%	-14%	-2%	-14%	2.3	55	?	-0.2%	2%
O=C(O)C1(c2ccccc2)CCN(S(=O)(=O)c2ccc(Cl)cc2)CC1	2.9%	1.7%	-4%	-1%	5%	1.2	60	12%	1.1%	4%
CN(C)c1ccc(CNc2nc(-c3ccccc3)nn2S(C)(=O)=O)cc1	-0.1%	i	2%	9%	0%	-0.3	45	5%	-0.1%	10%
Cc1cccc(NC(=O)C2CCCN(S(=O)(=O)c3cccc4nsnc34)C2)c1 (configuration not stated)	1.5%	9.0%	-3%	-2%	-2%	0.7	40	4%	-0.2%	-16%
Clc1ncccc1-c1nnn(-c2ccccc2Br)n1	0.1%	0.7%	-11%	5%	-3%	0.3	47	2%	-0.1%	-6%
CCC(C)NC(=S)N1CCN(Cc2ccccc2)CC1 (configuration not stated)	2.1%	-0.2%	-7%	4%	0%	-0.6	38	-13%	0.0%	5%
CC1=NN(c2ccc(Br)cc2)C(=O)/C1=C/c1cccs1	10%	-0.7%	22%	-1%	1%	-0.3	56	24%	-0.1%	17%
COC(=O)Cc1ccc(NC(=O)c2ccc3c(c2)C(=O)N(Cc2ccco2)C3=O)cc1	-0.2%	1.2%[50 µM]	1%	0%	0%	1.5	52	1%	0.0%	-5%
CCCCNC(=O)C(Cc1ccccc1)NS(=O)(=O)c1ccc2c(c1)c(=O)n(C)c(=O)n2C (configuration not stated)	0.4%	-1.2%	-2%	-2%	-1%	-0.9	63	1%	-0.1%	-16%
CCCCCn1c(N)c(C#N)c2nc3ccccc3nc21	-1.2%	1.0%[50 µM]	1%	-1%	-22%	0.8	36	23%	-0.1%	-16%
Cc1ccccc1N=C(NO)c1cccnc1	-0.5%	0.4%	3%	9%	8%	-0.9	68	-4%	1.0%	12%
Cc1ccc(O)c(-c2cc(C(=O)NCc3ccccc3)[nH]n2)c1	-2.6%	1.8%[50 µM]	1%	4%	-1%	-0.1	44	-4%	-0.1%	-2%
CSCCC(NC(=O)C1CCC(C)CC1)C(=O)NCCN1CCC(C)CC1 (configuration not stated)	1.2%	0.5%[50 µM]	-2%	3%	4%	-0.1	49	4%	0.1%	9%
O=C(CSC1CC(=O)N(CCc2ccccc2)C1=O)Nc1ccc(Cl)cc1 (configuration not stated)	-2.0%	8.2%	0%	-6%	-3%	2.2	55	-4%	0.0%	5%
COc1ccc(/C=N/Nc2nc(-c3cccc(S(=O)(=O)N4CCCC4)c3)cs2)cc1OC	1.0%	1.8%[50 µM]	-3%	-3%	-8%	-0.1	44	2%	0.1%	-3%
Cc1cc(S(=O)(=O)N2CCCC2)ccc1OCC(=O)NC1CCCC1	1.3%	0.1%	0%	7%	0%	1.4	52	16%	-0.2%	0%
CC(CN(C)Cc1ccccc1)OC(=O)c1ccc2c(c1)OCCO2 (configuration not stated)	1.2%	-0.1%	-14%	4%	13%	1.1	92	5%	0.2%	-6%
COc1ccc(-c2nnc(S/C(=C/c3ccc(Cl)cc3)C(=O)O)o2)cc1	-1.7%	0.6%	/	-5%	-3%	1.6	58	1%	0.2%	4%
CC(OC(=O)CCC(=O)N1CCN(S(=O)(=O)c2ccc3ccccc3c2)CC1)C(=O)NC(N)=O (configuration not stated)	-1.2%	-0.3%	-10%	2%	27%	-0.4	46	7%	-0.2%	0%
COc1cccc(NC(=O)NC(=O)c2c(C)cc(Cl)nc2Cl)c1	-0.9%	0.5%	-4%	-2%	15%	-0.4	58	17%	-0.1%	19%
COc1ccc(NC(=S)N2CCCC2)cc1	-2.4%	3.2%	4%	17%	-1%	-1.7	60	-12%	-0.2%	4%
CCN1c2ccccc2-c2nc3ccccc3n2C1c1ccncc1 (configuration not stated)	1.8%	6.6%	-4%	0%	8%	-0.9	50	10%	-0.2%	19%
O=C(CNc1ccccc1)c1ccc([N+](=O)[O-])cc1	0.6%	1.1%[50 µM]	2%	-1%	-4%	0.4	62	-31%	-0.1%	2%
CC(C)(C)C(=O)Nc1cccc(-c2cc(-c3c(Cl)cccc3Cl)no2)c1	-0.3%	1.1%	14%	1%	2%	1.8	45	3%	-0.2%	0%
O=c1[nH][nH]c(=S)n1-c1ccccc1C(F)(F)F	-0.8%	/	/	12%	15%	/	/	-76%	-0.2%	3%
CC(=O)OCCCNc1cc(Sc2ccc(C)cc2)c2nonc2c1[N+](=O)[O-]	1.0%	2.4%	17%	11%	-9%	67*	38*	-7%	1.6%	1%
NS(=O)(=O)c1ccc(NS(=O)(=O)c2ccc(Br)cc2)cc1	0.9%	0.2%	1%	4%	10%	3.4	54	5%	-0.4%	6%
CN(C)c1ccc(N=C/C=C2\N(C)c3ccccc3C2(C)C)cc1	-2.8%	1.5%[50 µM]	-6%	2%	9%	0.8	76	-29%	-0.1%	23%
COc1ccccc1CC(=O)N1CCN(S(=O)(=O)c2ccccc2)CC1	-1.7%	-0.6%[50 µM]	6%	-2%	-10%	1.8	61	-12%	0.0%	-16%
Cc1cc(C(=O)N2CCCC(CO)(Cc3ccc(F)cc3)C2)c(C)o1 (configuration not stated)	0.8%	-0.1%	-1%	-4%	3%	-0.3	60	0%	-0.1%	0%
O=C(c1cc2c(=O)n3ccccc3nc2s1)N1CCc2ccccc2C1	6.1%	/	/	-1%	-8%	4.5	62	24%	0.2%	-13%
CC(OC(=O)c1cn(-c2ccccc2)nc1-c1cccnc1)C(N)=O (configuration not stated)	-2.8%	3.3%	2%	-4%	-3%	2.0	40	1%	0.0%	-11%
CC(=O)Nc1c(O)nc(SCC(=O)Nc2c(C)cccc2C)[nH]c1=O	0.6%	7.6%	-6%	3%	4%	1.9	86	-12%	-0.1%	-16%
O=C(NCCCN1CCCCCC1)c1ccc2c(Cl)c3c(nc2c1)CCCC3	-2.7%	-0.4%	-5%	-6%	18%	-0.6	79	3%	-0.4%	13%
COC(=O)c1ccc(NC(=O)c2cc(-c3ccccn3)nc3ccccc23)cc1	3.1%	-0.2%	-2%	1%	10%	4.0	46	26%	-0.1%	8%
Cc1ccc(S(=O)(=O)N2CCCC2C(=O)O)s1 (configuration not stated)	2.0%	0.0%	8%	0%	13%	1.8	66	17%	-0.1%	2%	Dengue-2 NS5 capping pilot replicate=5.2
COc1ccc(N2C(N)=C(C#N)C(c3cccnc3)C3=C2CC(C)(C)CC3=O)cc1 (configuration not stated)	-0.6%	0.1%	1%	-5%	-1%	0.0	25	1%	-0.2%	0%
CCC1C(=O)NCCN1C(=O)c1ccc2nc(Cc3ccc(OC)cc3)oc2c1 (configuration not stated)	-0.3%	-0.3%	-1%	-4%	11%	-0.7	68	7%	0.1%	10%
Cc1ccc(CSCc2ccc(C(=O)NCC3CCCO3)o2)cc1 (configuration not stated)	1.4%	0.1%	-9%	14%	1%	-0.8	58	-7%	0.1%	21%
COC(=O)c1ccc(Nc2nc(N3CCOCC3)nc(N3CCOCC3)n2)cc1	1.2%	3.4%	0%	4%	15%	0.6	62	9%	-0.2%	17%
COc1ccc(CCNC(=O)c2nnc(Cc3ccc(Cl)cc3)o2)cc1OC	1.4%	-1.5%	1%	0%	15%	-1.8	81	-7%	0.2%	-2%
COc1ccccc1CNC(=O)c1ccc(CNc2c(N3CCCC3)c(=O)c2=O)cc1	0.4%	1.4%	0%	-2%	-13%	-2.8	90	0%	0.3%	-11%
Cc1ccc(S(=O)(=O)N(Cc2ccccc2)Cc2ccco2)cc1	3.0%	4.9%	-6%	3%	11%	2.9	39	5%	0.2%	20%
O=C(CCC(=O)N/N=C/c1ccccc1O)NCc1ccccc1	1.4%	-0.2%[50 µM]	2%	-6%	-2%	2.3	72	16%	0.4%	-8%
CCN(CC)C(=O)C(=O)c1c(-c2ccccc2)[nH]c2ccccc12	0.7%	0.8%[50 µM]	-1%	0%	6%	2.6	65	12%	-0.1%	8%
S=C(NCc1cccnc1)c1ccccc1	1.4%	0.0%	1%	-4%	-7%	0.1	50	4%	-0.1%	-1%
CC(C)(C)NC(=O)c1cc(Cl)ccc1[N+](=O)[O-]	0.7%	0.9%[50 µM]	-2%	-3%	-10%	0.6	33	7%	-0.3%	9%
Cc1csc(SCC(=O)Nc2ccccn2)n1	-1.4%	0.3%	/	-4%	-5%	1.9	57	-2%	-0.1%	10%
COC(=O)c1ccc(CNC(=O)COC(=O)CCC2CCCC2)cc1	-0.6%	4.7%	-2%	3%	-17%	0.3	54	5%	0.2%	2%
CC(=O)c1c(C)[nH]c(C(=O)Nc2cccc(S(=O)(=O)N3CCOCC3)c2)c1C	1.2%	5.3%	0%	-5%	-8%	0.6	59	1%	-0.2%	2%
COc1ccc(N2C(=O)c3ccccc3NC2c2cccnc2)cc1 (configuration not stated)	-2.8%	0.0%	-1%	10%	-12%	0.9	32	-2%	0.9%	10%
COc1cc(/C=C/CN2CCN(CCC(C)C)C(CCO)C2)ccc1O (configuration not stated)	-0.2%	-0.5%	-3%	-1%	-5%	1.2	32	-11%	-0.3%	12%

Ordered by heavy-atom count (falling): three of the compounds above
SMILES	HIV fusion peptide	UTI89 phage lysis	Dengue-2 NS5 capping	Siah-1 displacement	GPR35 antagonists	NTR1 ag	NTR1 ag cell count 20 µM	AID2073	GPR55 beta-arrestin	GPR55 antagonists	others
CCC1C(=O)NCCN1C(=O)c1ccc2nc(Cc3ccc(OC)cc3)oc2c1 (configuration not stated)	-0.3%	-0.3%	-1%	-4%	11%	-0.7	68	7%	0.1%	10%
COc1cccc(NC(=O)NC(=O)c2c(C)cc(Cl)nc2Cl)c1	-0.9%	0.5%	-4%	-2%	15%	-0.4	58	17%	-0.1%	19%
CCC(C)NC(=S)N1CCN(Cc2ccccc2)CC1 (configuration not stated)	2.1%	-0.2%	-7%	4%	0%	-0.6	38	-13%	0.0%	5%
